# Growth percent in the NCI-60 one-dose screen (48 h, 10 µM unless noted): 100 = growth as untreated, 0 = no growth, -100 = all killed.
# HT29: HT29 colon cancer. actives 7.4% (n = 81,000). AID 1794748
# HCC-2998: HCC-2998 colon cancer; actives 4.7% (n = 79,000)
# SW-620: SW-620 colon cancer; actives 5.2% (n = 82,000)
# HCT-15: HCT-15 colon cancer; actives 5.2% (n = 82,000); AID 1794746
# SNB-75: SNB-75 CNS cancer. AID 1794750. actives 5% (n = 79,000)
# COLO 205: COLO 205 colon cancer; actives 7.3% (n = 79,000)
# A498: A498 renal cancer cells; actives 5.4% (n = 76,000)
# KM12: KM12 colon cancer cells | actives 5% (n = 82,000) | AID 1794800
# HCT-116: HCT-116 colon cancer; actives 7.3% (n = 82,000); AID 1794798
# The depositor's hits bear a star; . = not tested or not shown; & = joins results of further samples; ! = repeats disagree. Rule for the calls: active = growth percent below 10; inactive = the rest.
cpd	compound	HCT-116	KM12	SW-620	COLO 205	HT29	A498	SNB-75	HCC-2998	HCT-15
1	O=C(NP(=O)(N1CC1)N1CC1)OCc1ccccc1	107.3	112.0	109.1	105.2	105.8	.	105.2	105.2	99.8
2	NC(=NCc1ccccc1)N[N+](=O)[O-]	101.4	100.6	89.8	104.2	92.8	93.2	.	90.6	110.7
3	COc1cc(OC)c(S(=O)(=O)N(CCCl)CCCl)cc1C(C)=O	102.6	108.9	102.7	114.0	111.2	.	100.3	97.0	100.2
4	Clc1ccc2c(c1)C(c1ccccc1Cl)=NCC(SCCN1CCOCC1)=N2	93.6	102.4	103.8	103.0	96.2	120.1	85.4	100.9	107.0
5	COc1ccc(/C=C(\C)[N+](=O)[O-])cc1OC	-28.9*	54.6	-42.4*	-80.5*	-67.0*	111.4	56.5	94.3	0.1*
6	CCCCCCc1cc2c(O)c(C(c3ccccc3)c3c(O)c4cc(CCCCCC)c(O)cc4oc3=O)c(=O)oc2cc1O	40.2	39.2	71.9	88.2	48.2	77.8	71.5	58.0	36.0
7	CC12CCC3C(C(=O)CC4CC(O)CCC43C)C1CCC2=O (configuration not stated)	100.6	109.2	104.3	118.1	94.4	119.2	116.6	109.7	108.5
8	CCCCNC(c1ccccc1)C(O)c1ccccc1 (configuration not stated)	84.7	103.9	97.1	102.3	80.4	85.5	82.3	100.4	94.5
9	C/C=C1/CN2CC[C@@]34c5ccccc5N[C@@]23[C@H](O)C[C@@H]1C4(CO)C(=O)OC (some centres not stated)	112.9	95.4	106.2	105.0	98.5	94.6	89.0	83.1	103.1
10	CCCCCCCCCCCCCCCCCC1OCC(COC(=O)O[C@@H](C(=O)O[C@H]2C[C@@]3(O)[C@@H](OC(=O)c4ccccc4)[C@@H]4[C@]5(OC(C)=O)CO[C@@H]5C[C@H](O)[C@@]4(C)C(=O)[C@H](OC(C)=O)C(=C2C)C3(C)C)[C@@H](NC(=O)c2ccccc2)c2ccccc2)O1 (some centres not stated)	18.2	14.3	39.6	24.7	5.3*	46.0	37.7	32.0	99.4
11	COC(=O)CNP(=O)(NCC(=O)OC)N(CCCl)CCCl	103.6	110.2	101.9	125.7	108.3	102.3	117.8	102.6	104.7
12	C[C@]12CCc3sc(-c4ccc(C(=O)O)cc4)nc3C1=CC[C@@H]1[C@@H]2CC[C@]2(C)C(=O)CC[C@@H]12	97.0	42.1	83.1	107.1	81.9	15.1	10.9	72.1	35.2
13	CC[C@H](C)[C@H](NC(=O)[C@H]1CCCCN1C)C(=O)N(C)[C@H](C[C@@H](OC(C)=O)c1cccc(C(=O)N[C@@H](Cc2ccccc2)C[C@H](C)C(=O)O)n1)C(C)C	-0.3*	-6.5*	28.3	-66.1*	-13.2*	-2.5*	8.1*	17.1	9.4*
14	CC[CH2][Sn]([Cl])([Cl])[CH2]CC.Oc1ccccc1C=NCCN=Cc1ccccc1O	60.3&66.2	79.7&88.4	-59.7*	-12.1*!	58.3&79.1	-34.0*	50.7	52.5&66.5	60.4&59.8
15	CC(=O)O[C@H]1CC[C@H]2[C@@H]3CC[C@H]4CC=C(C)C[C@]4(C)[C@H]3CC[C@]12C	103.1	103.5	108.5	110.1	98.4	104.4	110.2	111.4	98.6

# Remaining list, next part
cpd	compound	HCT-116	KM12	SW-620	COLO 205	HT29	A498	SNB-75	HCC-2998	HCT-15
16	Nc1c([N+](=O)[O-])ccc2c1Oc1ccccc1O2	80.8	90.0	91.7	96.1	94.8	78.3	90.3	115.3	89.6
17	Fc1ccc(C2=NN(c3ccccc3)C(c3sc(N(CCCl)CCCl)nc3Cl)C2)cc1 (configuration not stated)	68.2	81.1	84.4	88.6	81.2	92.4	68.7	103.2	94.3
18	Cc1ccccc1NC(=NCCCN1CC1)Nc1ccccc1C	79.8	94.6	87.1	101.8	75.5	91.7	100.1	102.0	96.0
19	C[C@]12CCC(O)CC1=CCC1C2CC[C@]2(C)C(=O)/C(=C/c3cnc[nH]3)CC12 (some centres not stated)	110.9	110.2	108.2	105.6	98.0	68.2	112.4	112.8	94.7
20	CC1(C)N=C(N)N=C(N)N1c1ccc(CCC(=O)Nc2ccc(S(=O)(=O)F)cc2)c(Cl)c1	26.8	12.2	24.8	45.3	15.5	34.8	59.4	14.3	48.0
21	Cc1ccc(NC(=O)c2ccc(C)c(N(CCCl)CCCl)c2)c(C)c1	81.9	95.2	70.2	.	84.2	118.3	79.8	79.4	88.4
22	CN(C)CC1(N)C(=O)NC(=O)NC1=O	92.9	100.9	105.6	.	99.6	54.9	89.7	99.4	102.0
23	CCN(CC)CC(O)c1ccc(I)cc1 (configuration not stated)	83.3	105.4	109.8	.	81.1	107.2	104.9	100.9	96.1
24	C#CC1(O)CCC2(C)C(CCC3C4CCC(=O)C4(C)CCC32)C1 (configuration not stated)	92.3	101.6	103.4	105.9	86.9	98.2	84.4	105.8	97.5
25	COc1cc2c(cc1O)N=C[C@@H]1CCC(O)N1C2=O (mixture of isomers)	100.6	97.2	96.5	109.7	129.1	106.6	117.4	104.8	113.4
26	CCCC(C)(C)c1ccc2c(c1)OC(C)(C)[C@@H]1CC=C(C)C[C@@H]21	87.6	102.6	97.3	107.3	102.2	83.9	88.2	108.9	107.1
27	COc1ccc(COC(=O)C2C(C=C(C)C)C2(C)C)cc1 (configuration not stated)	91.3	106.0	105.6	.	99.9	55.8	106.4	81.4	100.3
28	Cc1ccc(P(=O)(O)O)cc1	103.7	103.8	105.1	125.9	108.7	115.0	106.5	103.1	106.6
29	[N-]=[N+]=NS(=O)(=O)c1cccc([N+](=O)[O-])c1	105.0	109.1	99.0	107.6	99.5	57.8	76.0	108.3	100.7
30	C[C@]12CC[C@H]3[C@@H](C[C@@H]4N=C(c5ccc(O)cc5)S[C@@]45C[C@H](O)CC[C@]35C)[C@@H]1CC[C@@H]2O	43.8	60.8	71.7	77.7	19.9	49.4	26.4	95.3	29.5

# Reprinted from the part before: 5 entries, then new ones.
cpd	compound	HCT-116	KM12	SW-620	COLO 205	HT29	A498	SNB-75	HCC-2998	HCT-15
26	CCCC(C)(C)c1ccc2c(c1)OC(C)(C)[C@@H]1CC=C(C)C[C@@H]21	87.6	102.6	97.3	107.3	102.2	83.9	88.2	108.9	107.1
27	COc1ccc(COC(=O)C2C(C=C(C)C)C2(C)C)cc1 (configuration not stated)	91.3	106.0	105.6	.	99.9	55.8	106.4	81.4	100.3
28	Cc1ccc(P(=O)(O)O)cc1	103.7	103.8	105.1	125.9	108.7	115.0	106.5	103.1	106.6
29	[N-]=[N+]=NS(=O)(=O)c1cccc([N+](=O)[O-])c1	105.0	109.1	99.0	107.6	99.5	57.8	76.0	108.3	100.7
30	C[C@]12CC[C@H]3[C@@H](C[C@@H]4N=C(c5ccc(O)cc5)S[C@@]45C[C@H](O)CC[C@]35C)[C@@H]1CC[C@@H]2O	43.8	60.8	71.7	77.7	19.9	49.4	26.4	95.3	29.5
31	O=CN1N=C(c2ccc(Br)cc2)CC1c1sc(N(CCCl)CCCl)nc1Cl (configuration not stated)	85.9	97.5	105.4	98.3	84.8	85.2	77.6	103.4	93.4
32	ClCc1ccco1	88.6	110.1	100.0	98.0	107.4	86.6	98.2	100.8	99.5
33	COc1ccc(O)c2c(=O)c3c(OC)cc4c(c3oc12)[C@@H]1C=CO[C@@H]1O4	52.2	12.5	64.6	36.1	54.3	87.0	38.5	-51.7*	53.3
34	CN1CCCCC1Cc1ccccc1 (configuration not stated)	100.5	109.0	107.5	111.6	.	102.1	90.8	88.5	100.9
35	CC1(C2CCOC2=O)OCCO1 (configuration not stated)	99.8	101.9	105.2	109.0	107.5	92.7	78.7	93.0	101.3
36	O=C1/C(=C/c2cn(Cc3ccc(Br)cc3)c3ncccc23)N2CCC1CC2	89.8	95.8	100.5	101.9	92.7	62.7	85.5	102.7	96.2
37	ClCCN(CCCl)c1ccc(C2=NCCc3ccccc32)cc1	46.9	81.4	79.4	72.9	56.1	70.2	84.1	92.4	72.6
38	CCCCCCCC(=O)P(=O)(OCC)OCC	95.0	97.3	104.1	108.8	110.3	162.4	91.0	112.2	99.3
39	CN[C@@H](c1ccccc1)[C@H](O)c1ccccc1	107.7	97.4	107.3	101.5	108.7	101.2	88.9	104.8	98.4
40	CC(C)=CCc1c2c(c(O)c3c1O[C@]14C(=C[C@@H]5C[C@H]1C(C)(C)O[C@@]4(C/C=C(/C)C(=O)O)C5=O)C3=O)C=CC(C)(C)O2	-71.5*	-73.4*	-75.1*	-79.8*	-86.7*	-94.3*	-62.3*	-88.1*	-72.5*
41	NNc1n[nH]c(=S)n1N	110.1&105.4&86.5	191.9&105.9&110.2	109.8&97.9&111.9	139.6&114.8&124.8	101.0&108.8&109.4	96.1&102.9&94.9	90.8&102.3&120.0	105.1&106.6&96.1	110.8&102.3&112.2
42	Cc1cc(C(C)(C)c2cc(C)c(O)c(C)c2)cc(C)c1O	59.8	72.4	60.5	111.2	94.4	.	59.9	96.5	57.6
43	COC(=O)C12CCc3c(ccc4cc(OC)ccc34)C1=CC(=O)C2 (configuration not stated)	98.7	109.7	106.7	110.3	.	99.1	103.2	100.8	103.8
44	OC(c1ccc(Cl)cc1)C(Cl)(Cl)Cl (configuration not stated)	92.7	104.8	105.1	111.9	97.9	65.2	96.1	98.1	102.3
45	O=C(Cc1c[nH]c2ccccc12)NNCc1ccc(N(CCCl)CCCl)cc1	74.7	98.9	77.5	102.9	88.1	91.4	67.2	96.0	89.6

# Carrying on.
cpd	compound	HCT-116	KM12	SW-620	COLO 205	HT29	A498	SNB-75	HCC-2998	HCT-15
46	CC1(C)CC[C@]23CC[C@]4(C)[C@H](CC[C@@H]5[C@@]6(C)CCC7(OOC8(CCCCC8)OO7)C(C)(C)[C@@H]6CC[C@]54C)[C@H]2[C@H]1OC3=O (some centres not stated)	90.9	97.9	101.0	115.1	96.0	.	108.5	107.6	95.7
47	O=c1ccc(=O)[nH][nH]1	98.7	100.5	107.7	117.2	112.6	99.3	92.1	120.2	109.9
48	COc1ccc(/C=C\c2cc(OC)c(OC)c(OC)c2)cc1N/C=C\C(=O)c1c[nH]c2ccccc12	2.6*	4.0*	24.7	-65.6*	-3.9*	-13.6*	19.1	21.4	12.5
49	COc1ccc(S(=O)(=O)N(Cc2ccc3c(c2)C=CC(C)(C)O3)c2ccccc2)cc1OC	63.0	88.7	87.1	64.7	72.9	77.8	83.1	73.6	74.9
50	Cc1cc2ccccc2cc1C	114.6	111.5	109.5	.	112.0	108.8	110.5	106.0	113.3
51	CN(C)CCNC(=O)C(=O)c1cn(Cc2ccccc2)c2ccc(OCCO)cc12	94.4	104.5	99.3	111.7	110.6	23.3	89.7	111.7	101.1
52	CCOC(=O)N(CCO)[N+](=O)[O-]	95.6	104.3	104.0	104.2	105.7	108.0	93.6	110.1	110.3
53	Cn1c(=O)c2[nH]c(N3CCN(CCCl)CC3)nc2n(C)c1=O	106.8	97.0	107.5	111.3	98.2	115.7	104.9	98.0	103.7
54	O=C(Nc1ccccc1)c1c(O)[nH]c(=O)[nH]c1=O	116.4&106.8	100.6&111.2	103.5&98.5	121.8&103.5	111.4&107.8	105.0&80.6	87.6&101.5	105.2&104.1	107.1&102.4
55	CCCCCCCCSP(=S)(N1CC1)N1CC1	96.4	110.3	105.4	99.4	92.8	106.5	98.9	114.3	104.1
56	N#Cc1c(Br)n(C2OC(CO)C(O)C2O)c2ncnc(N)c12 (configuration not stated)	40.3	34.0	30.5	18.2	43.8	-16.3*	76.2	83.7	43.9
57	CN(Cc1ccccc1)CC(Cl)c1ccccc1 (configuration not stated)	106.3	97.8	108.7	104.9	101.2	104.2	87.9	100.3	97.6
58	CCOC(=O)/C=C(/OP(=O)(OCC)OCC)C(=O)OCC	99.3	107.2	112.8	110.4	98.0	91.6	99.7	97.8	108.6
59	CC/C(=C(\CC)c1ccc(Oc2nc(N3CC3)nc(N3CC3)n2)cc1)c1ccc(Oc2nc(N3CC3)nc(N3CC3)n2)cc1	85.4	102.5	99.0	96.9	85.8	91.4	97.4	110.2	91.7
60	CSC(SC)=C1C(=O)NC(=O)NC1=O	113.1	98.5	115.6	101.9	112.8	138.5	81.3	113.7	99.5

# Going on with the list:
cpd	compound	HCT-116	KM12	SW-620	COLO 205	HT29	A498	SNB-75	HCC-2998	HCT-15
61	O=C(CCl)Nc1cccc(Cl)c1	91.5	103.0	94.0	97.5	.	88.4	83.4	98.6	88.9
62	O=C(O)C1C(C(=O)O)C2(Cl)C(Cl)=C(Cl)C1(Cl)C2(Cl)Cl.[Hg] (configuration not stated)	90.4	96.7	86.7	102.9	82.2	148.7	86.6	115.9	87.0
63	CNC(=O)Oc1ccc(C(=O)OCCO)cc1	94.5	105.4	105.2	112.5	111.3	84.3	88.5	110.9	99.8
64	O=C1c2ccccc2C(=O)N1N1CC1c1ccccc1 (configuration not stated)	95.4	104.0	105.3	101.0	110.2	104.2	100.5	103.5	101.3
65	O=[N+]([O-])c1c2ccccc2cc2ccccc12	91.1	111.0	103.8	116.6	96.2	97.6	90.3	104.1	102.6
66	COc1ccccc1-c1nc2c(s1)CC[C@@]1(C)C2=CC[C@@H]2[C@@H]1CC[C@]1(C)C(=O)CC[C@@H]21	108.3	106.9	105.9	108.0	107.4	.	97.6	114.4	96.6
67	O=C(c1ccccc1)C(c1ccccc1)N1CCCCC1 (configuration not stated)	103.1&100.7	99.6&106.7	99.6&104.3	108.3&100.3	110.0&101.2	89.5&70.8	98.8&87.6	96.2&89.1	94.7&107.7
68	COc1cccc2c1c(C(=O)c1ccco1)cn2Cc1ccc(F)cc1	111.3	116.1	108.8	122.7	118.2	134.5	121.1	101.7	103.4
69	CNC(=O)O/N=C(/C)c1ccc(Cl)cc1	99.9	114.3	117.3	107.4	99.1	92.2	87.4	105.4	.
70	Cc1[nH]c2ccccc2c1CN1CCCCC1	98.4	109.3	104.4	96.4	.	116.0	90.6	100.9	103.6
71	O=C(c1ccccc1)C(Br)CN1CCOCC1 (configuration not stated)	93.5	102.7	96.3	112.2	113.7	110.3	92.5	116.3	98.5

# Assay outcomes (PubChem BioAssay)

# A portion of the library. The share of hits here may be higher or lower than overall.
